CXCR6 inh: inhibitors of human CXCR6 receptor; hit rate 0.36% among 360,000; CHO-K1 PathHunter CXCR6 beta-arrestin, luminescence; inhibition, % at 20 µM; AID 602244; in the data active = inhibition above about 34%, passing the limit was not always enough;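 also: antagonist mode with CXCL16 agonist at 10 nM final; 0% = 10 nM CXCL16 with DMSO and 100% = unstimulated wells without agonist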
Target sequence (O00574 whole entry, looked up): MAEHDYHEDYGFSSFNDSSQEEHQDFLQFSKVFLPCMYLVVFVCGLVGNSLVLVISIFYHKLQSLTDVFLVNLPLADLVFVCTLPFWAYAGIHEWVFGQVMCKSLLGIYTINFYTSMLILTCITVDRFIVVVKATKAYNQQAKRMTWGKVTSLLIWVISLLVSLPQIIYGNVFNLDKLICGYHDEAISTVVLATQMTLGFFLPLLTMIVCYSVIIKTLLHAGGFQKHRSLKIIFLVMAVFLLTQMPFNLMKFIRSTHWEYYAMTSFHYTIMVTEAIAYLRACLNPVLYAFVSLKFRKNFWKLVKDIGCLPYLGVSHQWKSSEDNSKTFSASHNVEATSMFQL
APOBEC3G inh: inhibitors of human APOBEC3G DNA deaminase. recombinant A3G, ssDNA deamination FAM/TAMRA fluorescence. inhibition, % at 20 µM. hit rate 0.28% among 330,000;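 active = inhibition of at least 40% at 20 µM, with no more than 30% in the related APOBEC3A deaminase screen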;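 also: plate controls were DMSO wells with A3G for no effect and wells lacking A3G enzyme for full effect; some compounds called inactive have numbers as strong as hits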
Target sequence (Q9HC16 whole entry, looked up): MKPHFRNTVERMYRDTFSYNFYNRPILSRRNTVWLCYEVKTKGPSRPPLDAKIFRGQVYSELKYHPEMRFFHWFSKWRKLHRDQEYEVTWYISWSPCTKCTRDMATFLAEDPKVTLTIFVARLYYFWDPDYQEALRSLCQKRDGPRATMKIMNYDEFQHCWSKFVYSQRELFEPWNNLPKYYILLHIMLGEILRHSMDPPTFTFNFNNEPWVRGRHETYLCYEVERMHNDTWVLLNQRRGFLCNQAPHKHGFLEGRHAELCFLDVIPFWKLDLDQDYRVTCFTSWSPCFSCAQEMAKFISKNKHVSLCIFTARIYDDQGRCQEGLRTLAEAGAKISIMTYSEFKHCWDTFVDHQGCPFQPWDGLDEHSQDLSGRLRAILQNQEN
APOBEC3A inh: blocks human APOBEC3A ssDNA deamination. P31941. recombinant A3A, FAM/TAMRA ssDNA deamination fluorescence. inhibition, % at 20 µM. hit rate 0.41% among 330,000. AID 493011;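 active = at least 40% inhibition at 20 µM here, with at most 30% in a related deaminase screen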;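 also: plate controls were A3A with DMSO for no effect and wells lacking A3A enzyme for full effect; some results filed as inactive read as strong as hits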
Target sequence (P31941 whole entry, looked up): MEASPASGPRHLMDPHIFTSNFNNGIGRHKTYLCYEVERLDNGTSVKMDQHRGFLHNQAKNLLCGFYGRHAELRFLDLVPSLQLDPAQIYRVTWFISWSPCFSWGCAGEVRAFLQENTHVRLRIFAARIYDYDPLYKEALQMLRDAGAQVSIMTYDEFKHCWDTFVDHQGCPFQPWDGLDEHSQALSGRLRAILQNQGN
CCR6 antag: blocks CCL20-driven beta-arrestin recruitment at human CCR6. P51684. inhibition, % at 20 µM. AID 493098. CHO-K1 CCR6 PathHunter beta-arrestin, luminescence, CCL20-stimulated. hit rate 0.49% among 340,000;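 active = compounds whose inhibition of the agonist-driven luminescence signal at 20 µM reaches about 50%, limit read from the data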;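 also: cells stimulated with CCL20 at 14 nM final; plate controls were DMSO with CCL20 for no effect and DMSO without agonist for full effect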
GRIN3A LBD mod: NR3A (human) ligand-binding domain modulation | NR3A LBD differential scanning fluorimetry, Tm shift; 0% = protein alone, 100% = glycine-bound protein | Tm shift relative to glycine control, % at 25 µM | hit rate 2.5% among 340,000 | AID 1259313;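 active = melting temperature shift of at least 10% of the positive control shift, at one fixed dose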
Gli-Sufu block: Gli-Sufu pathway antagonism. Sufu-KO-LIGHT fibroblasts, Gli luciferase reporter luminescence. inhibition, % at 5 µM. AID 588413. hit rate 0.74% among 340,000;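 active = inhibition above about 55%, limit read from the data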;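 also: 0% = DMSO-treated cells and 100% = wells with medium but no cells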
MPTP inh: permeability transition pore inhibition; isolated mouse mitochondria, Ca2+ swelling absorbance, 30 min; inhibition, % at 10 µM; hit rate 1.4% among 360,000;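 active = inhibition of 50% or more, scaled per plate between neutral and stimulator controls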;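 also: 0% = DMSO wells given calcium and 100% = 1 mM EGTA wells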
EBI2 antag: EBI2 (human) antagonism; P32249; EBI2 beta-arrestin recruitment, luminescence, 7a,25-OHC stimulated; inhibition, % at 5 µM; hit rate 0.81% among 360,000; AID 651636; in the data active = inhibition above about 38%;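 also: enzyme fragment complementation signal reports receptor beta-arrestin coupling in cells; 0% = agonist plus DMSO wells and 100% = wells without agonist; some results beyond the cut were filed as inactive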
* = called active by the depositor; . = not tested or not shown.

SMILES	CXCR6 inh	APOBEC3G inh	APOBEC3A inh	CCR6 antag	GRIN3A LBD mod	Gli-Sufu block	MPTP inh	EBI2 antag
COc1ccc(/C=N/N2CCN(C3c4ccccc4-c4ccccc43)CC2)cc1O	-16.0	-5.5	-1.0	0.8	-1.1	7.3	2.2	2.9
COc1ccc(C(=O)COc2ncnc3cc(Cl)ccc23)cc1	2.7	-0.6	-2.2	9.6	1.0	-10.6	1.0	-0.4
COCC(=O)Nc1c(C(=O)Nc2cccc(OC)c2)oc2ccccc12	-4.4	-4.5	2.2	5.2	-0.8	-61.5	-0.7	-15.3
CCCNC(=O)OCC12CC3CC(CC(C3)C1)C2	5.7	-4.2	-2.0	18.7	0.8	-8.0	0.3	-2.1
CC12CCC=CC1=C(C=O)C1C2CCC2(C)C(O)CCC12 (centres undefined)	5.0	.	.	5.9	-3.0	9.7	-0.8	-9.8
CCCC1(c2ccccc2)NC(=O)N(CC(=O)Nc2cc(C)ccc2OC)C1=O (centres undefined)	-5.5	-11.8	-4.4	8.4	-0.7	-7.7	-1.3	12.0
Cc1cc(-c2ccco2)n(CC(=O)NCCN(C)C)n1	-1.1	2.6	0.6	11.5	0.8	0.8	-1.4	-8.5
Brc1ccc(-n2cccc2/C=N/n2cnnc2)cc1	5.6	-10.3	-4.6	-2.2	0.5	-0.1	-3.4	7.6
O=C(Cn1cc2c(n1)CCCC2)NCc1cccc(Cl)c1	-4.4	-4.7	-2.7	-4.5	-1.8	-2.2	0.0	-2.2
CCOC(=O)C1(Cc2cccc(Cl)c2)CCCN(C(=O)C2CC2)C1 (centres undefined)	6.9	-3.8	-1.7	22.2	-1.9	13.0	0.8	2.7
CCc1nc(SCC(=O)Nc2ccccc2OC)n[nH]1	-6.4	-4.0	-0.5	-2.0	-0.3	-2.1	-1.1	-14.1
Cc1cc(C)n(CCNC(=O)CC2C(=O)NCCN2Cc2ccccc2C(F)(F)F)n1 (centres undefined)	4.9	-4.8	-0.8	8.2	3.6	-2.0	-1.1	6.6
CCOC(=O)C1=C(c2ccccc2)NC(=O)NC1c1ccc(OCC#N)c(OC)c1 (centres undefined)	-5.4	-10.5	-3.1	-4.7	-2.1	-4.7	0.8	-3.9
COc1ccccc1NC(=O)C(C)NC(c1ccccc1)c1ccccc1 (centres undefined)	7.2	-4.4	2.6	25.1	3.2	3.3	-0.9	13.5
Cc1ccccc1-n1c(=O)c(C#N)cc2c(=O)n3ccccc3nc21	-2.4	-3.9	-3.0	8.4	0.6	0.7	2.1	-5.9
Cc1ccc(S(=O)(=O)N(CC(=O)NCCSC2CCCCC2)c2ccccc2F)cc1	6.6	-7.2	0.1	15.8	2.2	3.1	19.4	15.0
CC(=O)Nc1cccc(C(=O)N/N=C/c2ccc(F)cc2)c1	-8.9	-8.9	1.4	-14.6	-1.5	-72.4	3.6	-17.3
COc1ccc(C(=O)Nc2ccc(Cl)cn2)cc1S(=O)(=O)N1CCCC1	-3.1	-4.7	1.4	10.8	-1.6	-5.5	2.5	4.1
Cc1cc(C)nc(SCc2nnc(SCC(=O)Nc3nccs3)n2Cc2ccco2)n1	-24.1	-1.7	-1.4	-2.6	0.5	0.8	2.0	0.0
O=C(N/C(=C\c1ccco1)C(=O)N1CCCC1)c1ccccc1	9.8	-5.3	-0.5	-0.7	1.6	-5.1	-0.4	-12.6
CCn1c(SCC(=O)Nc2cc(NC(C)=O)ccc2OC)nnc1-c1ccccn1	-0.4	-2.5	-2.6	4.4	-3.1	1.7	-0.6	2.5
COc1ccc(CCNC(=O)c2ccc(COc3ccccc3OC)o2)cc1	1.8	0.5	0.8	8.7	-3.3	-4.4	1.6	7.0
Cc1cccc(C(=O)N2CCc3cc(-c4nc(NC(=O)CN5CCCC5)sc4C)ccc32)c1	5.8	-3.2	1.2	7.8	0.8	-17.1	0.9	3.7
N/C(=N\OC(=O)CC1CCCCC1)c1ccc(Cl)cc1	5.1	-5.2	-1.8	7.0	1.1	-22.3	-0.3	2.1
COc1ccc(C(=O)COC(=O)c2nc3nccc(C)n3n2)cc1F	-0.7	-5.8	0.0	-0.1	-0.3	5.3	-0.5	-3.0
O=c1cc(CN2CCN(c3ccccc3)CC2)c2c(ccc3ccccc32)o1	7.5	2.0	-2.9	4.7	0.0	4.0	-3.1	18.2
COc1cc2[nH]c(=S)nc(NCc3cccs3)c2cc1OC	4.3	-5.0	1.0	8.9	-4.8	2.7	-0.2	-8.8
O=C(Nn1cnnc1)c1ccccc1Cl	-21.0	-1.7	-0.8	0.9	2.5	13.3	0.1	8.5
CC[C@@H]1C=C(C(=O)O)[C@H](c2cccc(C)c2)N1S(=O)(=O)c1ccc(C)cc1	7.0	7.7	-4.8	3.4	-0.5	-35.4	0.3	0.5
COCc1cc(/C=N\NC(=O)COc2ccccc2)ccc1OC	0.6	6.5	0.7	-4.5	0.8	6.5	-0.6	-5.3
CCc1ccc(NC(=O)C(=O)NNC(=O)c2ccc(OC)cc2)cc1	0.4	-9.7	-2.2	6.0	0.4	-8.2	15.5	-4.4
Cc1cc(C(=O)N[C@@H](c2ccccc2)[C@]2(C)C[C@H]2[C@@H](C)C(=O)Nc2ccc3ccccc3c2)no1	7.6	-11.7	-1.0	0.0	-0.5	-2.8	-0.3	35.2
COc1ccccc1N(CC(=O)Nc1c(C)n(C)n(-c2ccccc2)c1=O)S(=O)(=O)c1ccc(C)cc1	1.7	0.6	-0.9	13.4	-0.2	-3.1	-1.1	6.8
O=S(=O)(c1ccc2c(c1)OCCO2)N1CCc2ccccc21	-0.9	-5.3	-0.9	18.8	-1.5	22.4	-0.4	10.5
CCN(CCNC(=O)C1CCN(Cc2nc(-c3cccc(Cl)c3)oc2C)CC1)c1ccccc1	5.7	-5.0	-4.3	5.4	-2.8	-18.5	-3.0	21.9
COc1ccc(CCNC(=O)c2ccc(CN3CCOCC3)cc2)cc1	-8.0	5.8	-7.8	-20.0	-1.7	-3.7	-0.2	-0.2
CCOc1ccc(C(=O)NC2CCCCCCC2)cc1	3.5	-6.8	0.7	12.0	-0.6	-70.3	3.3	2.7
O=c1[nH]cnc(O)c1C(c1ccc2c(c1)OCO2)c1c(O)nc[nH]c1=O	-4.7	-9.0	0.8	-2.5	0.2	-2.6	-0.5	-3.8
O=C(Nc1ccn(Cc2ccc(F)cc2)n1)c1ccncc1	-5.7	-3.8	-4.3	4.2	1.5	10.6	-4.6	6.9
O=S(=O)(c1ccccc1)n1ccc2ccccc21	-10.5	-2.7	0.8	13.5	-1.2	3.4	-1.2	7.4
CC(C)(C)c1ccc(C(=O)NNC(=O)c2cccc(Br)c2)cc1	0.9	-0.8	3.0	14.8	0.7	-19.2	0.5	8.6
CCN(CC(=O)Nc1cccc(S(=O)(=O)N2CCOCC2)c1)Cc1ccccc1	-3.6	-7.4	-3.2	11.5	-1.1	4.9	-1.3	3.7
Cc1ccccc1N1C(=O)c2ccccc2C1Nc1cccnc1 (centres undefined)	-7.3	1.1	0.9	-6.4	0.6	-15.0	-3.7	-2.0
COc1c(OC)c2[nH]c(=O)cc3c4ccccc4n(c1=O)c23	-7.6	-4.9	-2.0	3.2	-1.8	6.8	-0.9	1.8
CCOC(=O)c1ccc(NC(=O)C(CC)(CC)C(=O)OCC)cc1	3.7	-1.7	0.6	11.5	-0.5	0.8	0.4	4.4
Cc1nn(Cc2cccc(F)c2)c(C)c1NC(=O)c1c([N+](=O)[O-])c(C)nn1C	-2.9	-2.4	-2.1	-12.3	1.4	4.9	-1.4	-9.8
Cc1cc(C(=O)O)cc(Br)c1N	-6.0	-4.5	-2.0	-1.6	-1.0	-2.4	-1.2	-10.4
COc1ccc2cc(CN(Cc3cccnc3)S(=O)(=O)c3ccccc3)c(=O)[nH]c2c1	-4.5	0.7	1.9	1.9	0.3	-6.4	-1.7	8.7
Fc1ccc(C(c2nnnn2Cc2cccs2)N2CCN(C3CCCC3)CC2)cc1 (centres undefined)	5.8	-3.2	-1.6	4.8	-1.5	-2.2	-1.0	2.5
Cc1ccc(-n2nc3ccc(NC(=O)c4ccc5c(c4)OCO5)cc3n2)cc1	4.2	-1.4	2.6	2.8	12.9*	-3.8	-0.3	-0.4
COc1ccccc1C(=O)Nc1ccccc1N1CCCCC1	1.1	2.6	0.4	15.8	-0.8	29.8	-0.4	6.9
CCc1ccc(NC(=O)CSCCN2C(=O)c3ccccc3C2=O)cc1	-9.5	-4.2	1.0	9.6	1.6	-5.8	2.9	-11.4
CCCNC(=O)c1ccccc1NC(=O)COc1cccc2c1OC(C)(C)C2	4.3	-6.8	10.0	6.6	-1.8	10.3	1.0	-4.9
Cc1ccc(C)c(NC(=O)CCCCCN2C(=O)[C@@H]3Cc4ccccc4CN3C2=O)c1	-1.2	-7.6	-3.0	19.0	-1.1	-10.8	-1.0	-0.6
COc1ccc(/C=C(/NC(=O)c2ccccc2)c2nc3ccc(Cl)cc3[nH]2)cc1OC	-3.3	3.9	-0.3	5.2	-20.5	20.2	-1.3	3.3
CCNc1nnc(CCn2nc(C)c(Br)c2C)s1	-0.3	-1.2	5.4	10.4	-2.0	18.6	-2.3	1.5
COc1ccccc1NC(=S)NNC(=O)c1cc(C)nn1C	1.2	-0.5	-1.3	14.6	1.5	-18.3	-2.0	3.3
CCOc1ccc(N(CC(=O)Nc2ccc(C)c(Cl)c2)S(C)(=O)=O)cc1	-1.6	1.5	4.9	19.2	-7.0	-21.5	0.9	-1.6

Compounds shown so far that have fluorine:
SMILES	CXCR6 inh	APOBEC3G inh	APOBEC3A inh	CCR6 antag	GRIN3A LBD mod	Gli-Sufu block	MPTP inh	EBI2 antag
Cc1cc(C)n(CCNC(=O)CC2C(=O)NCCN2Cc2ccccc2C(F)(F)F)n1 (centres undefined)	4.9	-4.8	-0.8	8.2	3.6	-2.0	-1.1	6.6
Cc1ccc(S(=O)(=O)N(CC(=O)NCCSC2CCCCC2)c2ccccc2F)cc1	6.6	-7.2	0.1	15.8	2.2	3.1	19.4	15.0
CC(=O)Nc1cccc(C(=O)N/N=C/c2ccc(F)cc2)c1	-8.9	-8.9	1.4	-14.6	-1.5	-72.4	3.6	-17.3
COc1ccc(C(=O)COC(=O)c2nc3nccc(C)n3n2)cc1F	-0.7	-5.8	0.0	-0.1	-0.3	5.3	-0.5	-3.0
O=C(Nc1ccn(Cc2ccc(F)cc2)n1)c1ccncc1	-5.7	-3.8	-4.3	4.2	1.5	10.6	-4.6	6.9
Cc1nn(Cc2cccc(F)c2)c(C)c1NC(=O)c1c([N+](=O)[O-])c(C)nn1C	-2.9	-2.4	-2.1	-12.3	1.4	4.9	-1.4	-9.8
Fc1ccc(C(c2nnnn2Cc2cccs2)N2CCN(C3CCCC3)CC2)cc1 (centres undefined)	5.8	-3.2	-1.6	4.8	-1.5	-2.2	-1.0	2.5

High-throughput results deposited in PubChem BioAssay by Sanford-Burnham Center for Chemical Genomics.

Rows are unselected; overall some 5.8% were active at least once.
